NPY2 pot ag: NPY-Y2 potentiators or agonists, primary screen, cell-based | AID 1359, 2008 | cells expressing NPY-Y2, potentiator/agonist read-out | hit rate 0.45% among 220,000 | activation, % at 3.6 µM | Neuropeptide Y receptor type 2 (Homo sapiens), P49146; in the data active = activation above about 27%;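 also: cells stimulated with NPY near EC25 plus isoproterenol at EC100; 0% = vehicle plus submaximal agonist and 100% = vehicle plus saturating agonist; some results beyond the cut were filed as inactive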
Runt-CBFb FRET: inhibitors of RUNX1 Runt–CBFb binding, primary screen, biochemical, FRET, Cerulean-Runt, Venus-CBFb, uHTS. Runt-related transcription factor 1 (Homo sapiens) + Core-binding factor subunit beta …. Cerulean-Runt/Venus-CBFb FRET ratio 530/480, 1 h. inhibition, % at 20 µM. hit rate 0.46% among 220,000;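 active = inhibition over about 50% at 20 µM in the single-dose screen, limit read from the data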;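 also: 0% = DMSO wells and 100% = excess unlabeled CBFb competitor control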
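test system = Cerulean-Runt domain fusion protein, energy donor | probe or stimulus = Venus-CBFb binding partner, 100 nM | incubation = two 1 h room-temperature incubations shielded from light | detection = fluorescence energy transfer, 422 nm excitation, 530/480 nm emission | measure = loss of energy transfer signal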
p97 ATPase inh: inhibitors of human p97 ATPase, primary screen, biochemical; hit rate 0.42% among 220,000; inhibition, % at 8 µM; recombinant p97 ATPase, Kinase-Glo ATP luminescence, 3 h; AID 1481, 2009; Transitional endoplasmic reticulum ATPase (Homo sapiens), P55072; in the data active = inhibition above about 15%;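 also: 0% = DMSO vehicle and 100% = wells lacking enzyme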
NPY-Y1 PAM-ag: NPY-Y1 receptor potentiators or agonists, primary screen, cell-based; Neuropeptide Y receptor type 1 (Homo sapiens), P25929; activation, % at 3.6 µM; NPY-Y1 expressing cells, potentiator/agonist activation; hit rate 0.37% among 220,000; AID 1304, 2008; in the data active = activation above about 33%, passing the limit was not always enough;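 also: cells stimulated with NPY at EC10 then isoproterenol at EC100; 0% = low agonist plus stimulus and 100% = saturating agonist plus stimulus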
Target sequence (P25929 whole entry, looked up): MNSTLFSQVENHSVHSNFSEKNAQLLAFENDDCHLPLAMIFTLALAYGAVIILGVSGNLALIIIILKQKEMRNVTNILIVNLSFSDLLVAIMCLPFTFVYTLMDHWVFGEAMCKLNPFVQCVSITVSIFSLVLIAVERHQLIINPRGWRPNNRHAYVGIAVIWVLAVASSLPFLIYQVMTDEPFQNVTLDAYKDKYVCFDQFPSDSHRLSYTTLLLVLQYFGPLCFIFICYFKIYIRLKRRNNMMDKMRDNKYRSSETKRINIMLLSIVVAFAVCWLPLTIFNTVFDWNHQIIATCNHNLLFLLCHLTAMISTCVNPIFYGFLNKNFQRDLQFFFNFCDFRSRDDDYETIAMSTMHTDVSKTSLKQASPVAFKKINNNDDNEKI
Runt-SMMHC FRET: inhibitors of RUNX1 Runt–CBFb-SMMHC binding, primary screen, biochemical, FRET, Cerulean-Runt, Venus-CBFb-SMMHC, uHTS | Runt-related transcription factor 1 (Homo sapiens) + Core-binding factor subunit beta … | Cerulean-Runt/Venus-CBFb-SMMHC FRET ratio 530/480, 1 h | inhibition, % at 20 µM | hit rate 0.74% among 220,000 | AID 1434, 2008;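 active = mean inhibition across duplicate retests at 20 µM reaching about 50%, limit read from the data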;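 also: 0% = DMSO wells and 100% = wells with excess untagged CBFb-SMMHC; inhibitors lower the FRET ratio by blocking Runt binding to CBFb-SMMHC; some results filed as inactive read as strong as hits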
MDM2 E3 inh: MDM2-luciferase reporter signal enhancers, primary screen, MDM2 E3 ligase inhibitor project, cell-based, luminescence, 1536-well; E3 ubiquitin-protein ligase Mdm2 (Homo sapiens), Q00987; cell-based MDM2 ubiquitination luciferase reporter, 2 h; 0 = plate control, 100 = twice control, blank-subtracted; signal enhancement, % at 5 µM; hit rate 0.11% among 210,000; AID 1230, 2008;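 active = signal enhancement of 30% or more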;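 also: luminescence tracks abundance of the self-degrading MDM2-luciferase fusion protein; higher signal means inhibition of MDM2 E3 ligase activity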
Target sequence (Q00987 whole entry, looked up, the tested form may be a part): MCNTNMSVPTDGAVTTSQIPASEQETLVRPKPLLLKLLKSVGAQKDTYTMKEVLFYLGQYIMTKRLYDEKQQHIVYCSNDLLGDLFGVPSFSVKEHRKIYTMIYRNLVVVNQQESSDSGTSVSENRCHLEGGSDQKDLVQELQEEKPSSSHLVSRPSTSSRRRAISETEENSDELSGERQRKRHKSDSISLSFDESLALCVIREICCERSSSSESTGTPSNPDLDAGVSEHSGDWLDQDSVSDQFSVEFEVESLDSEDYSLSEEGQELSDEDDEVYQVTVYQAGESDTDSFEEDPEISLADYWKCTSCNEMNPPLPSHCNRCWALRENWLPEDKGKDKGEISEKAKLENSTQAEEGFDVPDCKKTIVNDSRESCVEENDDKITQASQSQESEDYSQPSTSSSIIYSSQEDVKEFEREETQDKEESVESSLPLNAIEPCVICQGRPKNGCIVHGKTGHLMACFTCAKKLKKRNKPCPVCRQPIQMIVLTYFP
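system = mammalian cells stably expressing self-ubiquitinating, self-degrading MDM2 E3–luciferase fusion | quantity = 2000 cells per well seeded | incubation = 4 h cell settling then 2 h compound exposure, 37 °C | signal = SteadyLite luminescence, 15 min reagent step | benchmarks = plate control and blank wells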
Hck Nef HTS: inhibitors of Nef-activated human Hck kinase, primary screen, biochemical, Z-Lyte FRET, 384-well, Hck-YEEI; Tyrosine-protein kinase HCK (Homo sapiens), P08631; Recombinant Hck-YEEI plus Nef, Z-Lyte FRET kinase assay; inhibition, % at 20 µM; hit rate 0.68% among 220,000; AID 463187, 2010;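 active = Hck-Nef kinase inhibition above about 50%, limit read from the data; inactive = inhibition below that limit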;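 also: 0% = DMSO with Hck plus Nef and 100% = Hck alone without Nef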
NPY-Y1 antag: NPY-Y1 receptor antagonists, primary screen, cell-based; HEK293-CNG Y1 cells, membrane potential fluorescence; NPY at EC95, then isoproterenol; AID 1040, 2008; hit rate 1% among 200,000; inhibition, % at 3.6 µM; Neuropeptide Y receptor type 1 (Homo sapiens), P25929;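 active = inhibition above the campaign mean inhibition of all tested compounds plus 3 SD, cut at about 20% in these data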;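 also: 0% = DMSO wells given NPY plus isoproterenol and 100% = isoproterenol alone without NPY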
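material = HEK293 cells with Y1 receptor plus CNG channel | also added = NPY 25 nM then isoproterenol 1 µM plus Ro 20-1724 25 µM | schedule = dye 3 h, compound 60 min room temperature, stimulation 45 min | measured by = membrane potential fluorescence | benchmarks = high control isoproterenol alone, low control NPY with isoproterenol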
RBBP9 inhibitor: human RBBP9 inhibitors, primary screen, biochemical, fluorescence polarization, FP-Rh probe, HTS; hit rate 0.2% among 220,000; inhibition, % at 7.94 µM; Serine hydrolase RBBP9 (Homo sapiens), O75884; AID 1515, 2009; recombinant RBBP9;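 active = inhibition above the campaign mean of all tested compounds plus 3 SD, cut at about 14% in these data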;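 also: plate controls were DMSO wells with RBBP9 for no effect and wells lacking RBBP9 protein for full effect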
Target sequence (O75884 whole entry, looked up): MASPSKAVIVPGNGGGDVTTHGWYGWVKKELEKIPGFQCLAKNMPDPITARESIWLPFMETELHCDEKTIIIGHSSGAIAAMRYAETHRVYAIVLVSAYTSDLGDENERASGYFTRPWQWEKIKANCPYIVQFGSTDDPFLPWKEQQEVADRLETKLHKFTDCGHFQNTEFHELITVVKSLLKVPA
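Test system: recombinant human RBBP9. Quantity: 2.5 µM RBBP9 dispensing solution, before mixing. Detection: FP readout at 525/598 nm. Reagent: Serine-hydrolase probe FP-Rh, 375 nM pre-mixing. Measure: % inhibition. Control set: DMSO-treated enzyme wells and wells lacking RBBP9. Buffer or medium: Tris-NaCl-Pluronic buffer, pH 8.0. Times: preincubation 30 min plus labeling 45 min at 25 °C.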
* hit, by the source's call; . = not tested or not shown.

SMILES	NPY2 pot ag	Runt-CBFb FRET	p97 ATPase inh	NPY-Y1 PAM-ag	Runt-SMMHC FRET	MDM2 E3 inh	Hck Nef HTS	NPY-Y1 antag	RBBP9 inhibitor
COc1ccc(-n2c(SCC(N)=O)nnc2-c2ccc(NS(=O)(=O)c3ccc(C)cc3)cc2)cc1	3	-7	4	16	1	-2	10	1	5
CCOC(=O)C1=C(C)Nc2nc(=S)[nH]n2C1c1ccc(Cl)cc1 (stereo unspecified)	-2	13	2	-7	36	-16	0	-4	-15
COc1cc(C(=O)Nc2nnc(C)s2)c([N+](=O)[O-])cc1OC	-3	1	10	2	-3	-10	9	.	-7
COCCCn1cnc2c(c1=O)c1nc3ccccc3nc1n2-c1ccccc1	-17	3	3	-6	2	-10	5	1	-5
COC(=O)c1c(Cc2ccccc2Cl)c[nH]c1C	-16	-4	-5	-16	4	-10	2	7	-8
Cc1nn(C(C)C(=O)N/N=C/c2ccc(N(C)C)cc2)c(C)c1[N+](=O)[O-] (stereo unspecified)	-7	2	-4	-8	-1	-68	9	.	-4
CCN1CCN(C(=O)Cn2ncc3ccsc3c2=O)CC1	-3	3	8	7	2	-7	9	-2	-2
CN(C)CCOc1ncnc2c1oc1ccccc12	-14	0	-2	-6	2	.	0	-1	-10
CC1CCN(S(=O)(=O)c2cnc(Cl)c(Br)c2)CC1	6	-1	-4	-1	-2	-13	0	2	2
Cc1ccc(S(=O)(=O)N(C)CC(O)Cn2c3ccccc3c3ccccc32)cc1 (stereo unspecified)	-12	-3	-8	10	4	-2	-2	6	-16
CCNC(=S)NNc1ccccc1	13	2	9	4	-4	-10	4	.	-1
COc1ccc(N2CCN(c3nc(NC(C)(C)C)nc(N4CCCCC4)n3)CC2)cc1	-34	-1	-1	-26	0	-8	5	3	-9
O=[N+]([O-])c1ccc2c(c1)S(=O)c1ccccc1-2 (stereo unspecified)	-4	-1	3	8	1	-5	13	.	0
CCC(=O)NC(NC(=S)Nc1ccc(S(N)(=O)=O)cc1)C(Cl)(Cl)Cl (stereo unspecified)	9	3	4	15	6	-9	1	4	-3
COc1cc(C2C(C(=O)OCCC#N)=C(C)NC3=C2S(=O)(=O)c2ccccc23)cc(OC)c1OC (stereo unspecified)	-12	-5	-5	-27	-2	-11	1	8	22*
COc1ccc(N(CC(=O)NCc2ccncc2)S(=O)(=O)c2ccc(C)c([N+](=O)[O-])c2)cc1	-5	0	5	11	2	-12	13	.	-3
S=c1nc2ccccc2c2nc(-c3ccccc3)[nH]n12	-2	4	6	-9	7	-9	0	3	-8
O=C(Nc1ccc(N2CCOCC2)c([N+](=O)[O-])c1)c1ccco1	-17	-1	-3	-12	-2	-14	-26	12	-5
C=CCSc1nc(C)c(CC(=O)OCC(C)C)c(=O)[nH]1	-11	-3	3	-16	-2	-21	-11	-4	-1
COc1cc(C2C3C(=O)N(Cc4ccccc4)C(=O)C3ON2c2ccccc2)cc(OC)c1O (stereo unspecified)	5	6	5	0	-21	-22	-1	0	1
CC1(C)CC(=O)C(CC2CCCCC2=O)C(=O)C1 (stereo unspecified)	-1	-3	0	14	0	-8	13	.	-6
CCOC(=O)/C(C#N)=C/c1ccc(OCC(=O)Nc2cc(C)ccc2C)c(OC)c1	-22	-2	0	-17	1	-17	14	4	-3
Cc1sc(NC(=O)C2CCCO2)c(C#N)c1C (stereo unspecified)	3	2	1	1	-1	-10	-2	-5	-9
N=c1c2c(n(Cc3ccccc3)c3c1CCC3)CCC2	-5	-2	3	14	-2	.	-1	4	-6
CC(C)(C)c1ccc(/C=C2\Oc3cc(OC(=O)N4CCOCC4)ccc3C2=O)cc1	14	0	-3	-13	3	-17	5	-3	0
O=C(CCN1C(=O)c2ccccc2C1=O)Nc1ccc(S(=O)(=O)N2CCOCC2)cc1	-3	3	-4	1	-2	14	-6	-2	-2
CSc1nc(C2CC2)cc(-c2cccs2)c1C#N	-1	2	7	-21	5	-4	2	17	-3
CCCCCC(=O)Nc1nc(C)c(-c2csc(Nc3ccccc3OC)n2)s1	12	5	4	13	2	-12	0	14	1
COC(=O)c1ccc(Oc2c(C)oc3cc(OCc4cnn(-c5ccccc5)c4)ccc3c2=O)cc1	-16	1	0	4	3	-3	1	0	-7
O=C(COC(=O)/C=C/c1ccc(S(=O)(=O)N2CCOCC2)cc1)NCc1ccc(Cl)cc1	-6	-3	1	-21	-3	-3	13	7	5
CCOC(=O)c1ccc(Oc2nc(NC)nc(SC)n2)cc1	9	-4	0	-1	0	-11	0	2	-18
S=C(Nc1cccc(Cl)c1Cl)N1CCC2(CC1)OCCO2	-3	0	-6	8	-2	-88	16	0	-9
CCN(CC)CCNC(=O)c1cn(CC)c2ccc(S(=O)(=O)N(C)C)cc2c1=O	8	3	-8	-8	4	-9	0	-1	-11
COc1ccc(S(=O)(=O)N(CC(=O)NCc2cccnc2)Cc2ccccc2)cc1	-1	0	6	-3	2	-12	12	0	-7
COc1ccc(CCNc2nc(-c3sc(N)nc3C)cs2)cc1OC	-1	6	11	-38	7	-15	7	6	11
O=C(COc1ccc(F)c(Cl)c1)c1ccc[nH]1	1	0	-7	23	-3	0	0	5	-6

Continued, starting with the last 3 of the part before.
SMILES	NPY2 pot ag	Runt-CBFb FRET	p97 ATPase inh	NPY-Y1 PAM-ag	Runt-SMMHC FRET	MDM2 E3 inh	Hck Nef HTS	NPY-Y1 antag	RBBP9 inhibitor
COc1ccc(S(=O)(=O)N(CC(=O)NCc2cccnc2)Cc2ccccc2)cc1	-1	0	6	-3	2	-12	12	0	-7
COc1ccc(CCNc2nc(-c3sc(N)nc3C)cs2)cc1OC	-1	6	11	-38	7	-15	7	6	11
O=C(COc1ccc(F)c(Cl)c1)c1ccc[nH]1	1	0	-7	23	-3	0	0	5	-6
CC(Sc1nnc(Cc2ccc([N+](=O)[O-])cc2)o1)C(N)=O (stereo unspecified)	-1	-1	3	7	5	2	2	7	7
Cc1ccc(S(=O)(=O)N(C)C)cc1NC(=O)c1ccc(OC(F)(F)F)cc1	-9	-4	-4	-12	2	-6	1	10	-5
COc1cccc(=O)c2c(C)n(-c3cc(C)cc(C)c3)c(C)c12	0	2	2	-11	-3	-19	2	20	0
O=C1c2ccccc2C(=O)C12OC(c1ccccc1)C1(C(=O)c3ccccc3C1=O)C2c1cccc([N+](=O)[O-])c1 (stereo unspecified)	-2	-1	1	-9	2	0	7	-1	10
Oc1ccc(-c2cn3cc(C(F)(F)F)ccc3n2)cc1	-3	-2	-2	-1	-1	-46	2	4	-11
CC(C)[N+]1=C2C=CC=CC=C2SC12C([N+](=O)[O-])=CC(=[N+]([O-])[O-])C=C2[N+](=O)[O-] (stereo unspecified)	-7	4	6	10	-1	-7	0	.	10
N#CCC(=O)NNC(=S)Nc1ccccc1C(F)(F)F	-3	0	2	4	0	-16	7	2	-5
O=C(CCn1c(=O)sc2ccccc21)NC1=NCCS1	5	-2	2	7	-1	11	2	1	-10
COc1ccc(Cn2c(N)c(C#N)c3nc4ccccc4nc32)cc1	-31	80*	-1	-9	94*	-6	10	-2	-2
CCOC(=O)c1c(N)sc2c1CCSC2	-9	11	-1	-13	28	-16	-18	-1	-5
Cc1ccc(C(=O)C(OC(=O)CN2C(=O)c3ccccc3C2=O)c2ccccc2)cc1C (stereo unspecified)	-11	3	2	-14	2	4	2	3	-9
CC(=O)Nc1ccc(S(=O)(=O)NCCc2ccc(F)cc2)cc1	4	-4	3	12	-4	-24	-1	3	-4
Cc1ccc(S(=O)(=O)N(CC(=O)Nc2cccc([N+](=O)[O-])c2)C2CCCCC2)cc1	3	4	0	8	-2	-12	0	-2	-7
COc1ccc(NC(=O)CCN2CCCCCC2)c(OC)c1	-10	0	-3	-16	-50	-3	-3	0	-6
CN(CC(=O)Nc1ccc(F)cc1)c1ccc(S(=O)(=O)N2CCCC2)cn1	-10	1	-6	-4	0	-4	18	0	-12
CC1CCC(NC(=O)CN2CCC(n3nnc4cc(F)ccc43)CC2)CC1 (stereo unspecified)	21	-4	0	-1	-1	-6	2	-5	-7
CC1(C)C(c2cccs2)=[N+]([O-])C2(CCCCC2=O)N1O (stereo unspecified)	5	2	6	4	5	-10	18	-1	-8
Cc1cccc(C)c1NC(=O)c1ccc(-n2cnnn2)cc1	-12	-2	-2	11	2	-1	2	-3	4
CCCCc1nc2ccccc2c(=O)n1NC(=O)c1c(O)c2c(n(CC(C)C)c1=O)CCCC2	10	-7	0	-2	-3	-3	-8	1	-11
O=C(Nc1ccc2ccccc2c1)c1cn(-c2ccccc2)nc1-c1cccs1	6	0	4	1	3	-10	1	0	-20
O=C(C1=C[C@@H](C2CCCCC2)C[C@@H](OCc2ccc(CO)cc2)O1)N1CCOCC1	-3	-1	-2	-4	-1	.	8	0	-4
COc1ccc(S(=O)(=O)N2CCN(c3nc4ccccc4nc3-n3nc(C)cc3C)CC2)cc1	0	0	6	8	5	-2	2	3	-2
O=C(NCc1nc2ccccc2[nH]1)c1ccc(Cl)c(S(=O)(=O)N2CCCC2)c1	-5	1	-1	-16	-1	-21	3	-5	5
Cc1nn2c(N3CCN(C)CC3)c3c(nc2c1-c1ccccc1)CCCC3	0	-1	2	11	-2	-6	2	.	11
CCSc1nc(C)c(CC)c(C)c1C(N)=O	-9	2	5	1	1	-21	-10	1	7
